# Screens deposited in PubChem by several laboratories.
# S1P1 ag pot: agonists and agonism potentiators of human S1P1 receptor; P21453; S1P1 CRE-bla cells, forskolin, beta-lactamase FRET, potentiator mode; S1P1 agonist co-added at EC20, 2 nM; 100% = saturating reference agonist, 0% = basal; activation, % at 9.5 µM; actives 0.57% (n = 56,000);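 active = activation above a cutoff set at the mean activation of all tested compounds plus 3 SD, cut at about 54% in these data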;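 note: forskolin at 4 µM as EC80 and the EC20 agonist is SEW2871; 100% = SEW2871 at its EC100 plus forskolin at EC80; some compounds past the cut are filed as inactive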
# S1P3 ag: agonists of human S1P3 receptor | Q99500 | S1P3 NFAT-BLA reporter cells, agonism, FRET ratio; relative to 1 µM S1P, basal subtracted | activation, % at 4.5 µM | actives 0.1% (n = 60,000) | AID 373;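 active = activation above the screen-wide mean plus 3 SD, cut at about 4.5% in these data, passing the limit was not always enough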; note: some compounds called inactive have numbers as strong as hits
# Target sequence (Q99500 whole entry, looked up): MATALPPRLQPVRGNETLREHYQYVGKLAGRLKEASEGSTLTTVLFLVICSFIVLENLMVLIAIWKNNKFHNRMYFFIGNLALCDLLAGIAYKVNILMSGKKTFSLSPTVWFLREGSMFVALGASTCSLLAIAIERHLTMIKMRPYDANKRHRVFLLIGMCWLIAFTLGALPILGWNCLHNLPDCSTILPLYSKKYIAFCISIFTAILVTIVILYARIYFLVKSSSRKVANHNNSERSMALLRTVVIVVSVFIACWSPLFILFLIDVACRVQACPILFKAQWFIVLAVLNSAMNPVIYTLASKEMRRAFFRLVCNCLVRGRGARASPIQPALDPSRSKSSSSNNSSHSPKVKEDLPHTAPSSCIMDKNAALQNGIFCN
#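 Benchmarks: high control 1 µM S1P / System: stable CHO line with human S1P3, Gα16, NFAT-BLA reporter / Dosing: single compound concentration, 4.5 µM final / Timing: 4 h compound at 37 °C, 2 h substrate at RT / Measured by: FRET β-lactamase substrate fluorescence, excitation 405 nm, 460/535 nm emission ratio, background-subtracted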
# RORA act: activators of human nuclear receptor RORA; activation, % at 10 µM; actives 1.5% (n = 65,000); CHO-K1 Gal4-RORA LBD luciferase reporter, luminescence; percent increase over mock-subtracted basal signal; AID 560; P35398;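 active = activation above the mean of all tested compounds plus 3 SD, cut at about 49% in these data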;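 note: 0% = DMSO-treated RORA cells and 100% = added signal equal to DMSO minus mock-transfected cells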
# 5HT1E ag: 5-HT1E (human) receptor agonism; activation, % at 6 µM; P28566; CHO 5-HT1E Ga15 NFAT-bla reporter, FRET; 0% DMSO wells, 100% control agonist wells; AID 574; actives 0.69% (n = 65,000);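 active = activation above a set limit, the screen-wide mean activation plus 3 SD, cut at about 8.5% in these data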;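 note: 100% = positive control agonist at 1 µM giving full maximal response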
# Target sequence (P28566 whole entry, looked up): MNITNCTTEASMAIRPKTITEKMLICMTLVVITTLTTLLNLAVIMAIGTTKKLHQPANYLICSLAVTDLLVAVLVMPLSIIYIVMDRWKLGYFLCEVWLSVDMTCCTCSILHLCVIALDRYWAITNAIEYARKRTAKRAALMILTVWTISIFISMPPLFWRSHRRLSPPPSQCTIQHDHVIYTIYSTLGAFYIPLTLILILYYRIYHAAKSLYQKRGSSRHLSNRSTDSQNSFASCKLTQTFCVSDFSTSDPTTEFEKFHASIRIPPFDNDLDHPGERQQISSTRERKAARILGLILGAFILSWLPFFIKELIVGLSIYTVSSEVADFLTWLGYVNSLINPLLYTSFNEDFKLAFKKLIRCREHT
# SF-1 act: activators of human nuclear receptor SF-1; Q13285; CHO-K1 Gal4-SF-1 LBD luciferase reporter; % increase over DMSO SF-1-specific signal; activation, % at 10 µM; actives 1.9% (n = 65,000);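 active = activation above the mean activation of all tested compounds plus 3 SD, cut at about 50% in these data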
#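 Compound – one dose, 10 µM compound, 1% DMSO · Test system – transient Gal4-SF-1 LBD reporter, CHO-K1 · Input – 4,000 cells in each well · Read-out basis – percent activation relative to DMSO median and mock-transfected background · Replicates – single measurement per compound · Technique – steady-glow luciferase luminescence, read after 15 min reagent incubation · Timing – 20 h compound treatment, 37 °C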
# 5HT1E antag: blocks the human 5-HT1E serotonin receptor; P28566; CHO 5-HT1E Ga15 NFAT-bla reporter, FRET, antagonist; inhibition, % at 6 µM; actives 0.99% (n = 65,000); AID 571;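 active = inhibition above a set limit, the mean inhibition across every tested compound plus 3 SD, cut at about 29% in these data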;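 note: signal is the 460 over 535 nm emission ratio of beta-lactamase substrate; 0% = agonist plus DMSO wells and 100% = wells without agonist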
# 5HT1a antag: blocks the human serotonin 5-HT1a receptor; P08908; CHO 5-HT1a Ga15 NFAT-bla reporter, antagonist mode; inhibition, % at 10 µM; actives 0.68% (n = 62,000);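 active = inhibition above the mean of all tested compounds plus 3 SD, cut at about 43% in these data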;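 note: receptor stimulated by 5-CT agonist at 100 nM near EC80; beta-lactamase reporter measured by ratiometric fluorescence of a cleavable substrate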
# Ecoli tolC: E. coli tolC mutant growth inhibition. E. coli BW25113 tolC mutant growth, OD615. growth inhibition, % at 10 µM (by protocol). actives 2.2% (n = 65,000);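 active = growth inhibition at or above a cutoff equal to the mean over every tested compound plus 3 SD, cut at about 60% in these data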;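 note: growth measured after 20 h incubation at 37 °C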
#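 signal = optical density read at 615 nm | test system = E. coli ΔtolC::kan strain BW25113 | timing = 20 h compound exposure of bacteria at 37 °C | buffer or medium = LB medium plus 50 µg/mL kanamycin | compound dosing = 10 µM final, single dose | evaluation = % inhibition of E. coli growth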
# AP ELISA ortho: alternative pathway complement inhibition, orthogonal assay. actives 0.08% (n = 62,000). Human serum alternative complement pathway, LPS-coated ELISA, C3 deposition; tested in compound mixtures. AID 1235. inhibition, % at 5 µM;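 active = inhibition above 30% in each of the two pooled mixtures holding the compound, so the lower value exceeds 30%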;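 note: 0% = serum in Mg-EGTA without compound and 100% = EDTA serum blank; some compounds past the cut are filed as inactive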
#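 Test system: human serum complement alternative pathway, C3 deposition onto LPS / Medium: Mg2+-EGTA GVB++ buffer containing human serum at 1:15 dilution / Probe or stimulus: Plate-bound LPS / Times: 1 h at 37 °C / Signal: ELISA with HRP anti-human C3 antibody, TMB substrate, absorbance 450 nm / Measure: percent inhibition / Repeats: two pool placements per compound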
# Active calls of the source: *; . = not tested or not shown.
SMILES,S1P1 ag pot,S1P3 ag,RORA act,5HT1E ag,SF-1 act,5HT1E antag,5HT1a antag,Ecoli tolC,AP ELISA ortho
Cn1c(=O)c2c(ncn2Cc2ccc(Cl)c(Cl)c2)n(C)c1=O,.,.,-4,-0.8,15,18,-9,19,14
Cc1cc(C)cc(OCC(=O)Nc2nonc2NC(=O)COc2cc(C)cc(C)c2)c1,-15,0.8,-2,-1.5,2,-8,0,16,16
O=C(O)CCN1C(=O)c2ccncc2C1=O,-22,-0.2,-11,0.6,15,7,-3,-26,21
CC(C)NC(=O)CN1CCC(O)(c2ccccc2)CC1,-3,-0.6,4,0.1,-7,4,1,-2,10
Cc1ccc(C=Nc2ccc(N(C)C)cc2)o1,-17,-1.6,28,0.2,33,-1,-9,-4,10
Cc1cc(C)c(S(=O)(=O)N2CCN(c3nc4c(c(=O)n(C)c(=O)n4C)n3C)CC2)c(C)c1,23,-1.0,24,0.5,26,8,-9,3,9
CC(C)c1nnc(NC(=O)CCCC(=O)O)s1,2,-0.5,-6,0.2,-6,4,-4,-7,10
c1ccc(-c2csc3nnc(SCc4ccc5c(c4)OCCO5)n23)cc1,.,0.2,23,-0.2,20,12,3,19,.
Cc1cc(Cl)ccc1OCc1nc(-c2ccc(O)cc2)n[nH]1,-4,-1.5,-6,0.4,-2,-1,34,29,13
CCOC(=O)c1ccc(N2C(=O)c3n[nH]c(C)c3C2c2ccc(OC)cc2OC)cc1 (centres undefined),-13,-1.2,4,2.1,8,-5,-6,68*,.
O=c1nc(NC2CCCC2)ccn1Cc1cccc(Br)c1,21,-1.6,-11,0.0,-7,3,14,11,16
COc1ccc(F)cc1CN1CCN(c2cc(C)nc3c4c(C)cc(C)nc4nn23)CC1,-9,-1.6,31,-0.6,1,22,-6,52,19
CC(Oc1ccccc1Br)C(=O)N1CCc2ccccc21 (centres undefined),87*,9.9*,17,-1.2,35,4,19,69*,23
Cc1ccc(N(CC(=O)NCc2ccco2)S(=O)(=O)c2ccccc2)cc1,.,.,13,-1.4,-7,2,-4,1,-4
Cc1cc(NC(=O)CCCC(=O)OCC(F)(F)C(F)F)cc(C)c1C(=O)O,-8,-0.6,1,0.0,1,8,6,-24,12
CCOC(=O)C(C)c1nn(C)c(=O)c2ccccc12 (centres undefined),.,-1.1,-19,-0.1,-17,4,1,-9,9
COc1cccc(CNC(=O)C2CCCN(S(C)(=O)=O)C2)c1 (centres undefined),3,-1.7,1,-0.4,-7,-15,-3,-2,11
CNC(=O)c1ncnnc1N(C)C(=O)NCc1ccccc1,11,-3.5,12,-0.8,-3,11,.,10,.
O=C(Nc1ccccn1)c1ccc(NC(=O)c2ccco2)cc1,9,-0.5,71*,-0.4,60*,-1,3,-32,19
CCOc1ccc(OCC)c(NC(=O)C2CCCN2S(=O)(=O)c2cccc3cccnc23)c1 (centres undefined),-18,-1.2,6,2.4,58*,-15,-8,19,17
COC(=O)C(C(=O)NCC1CCCO1)C1CCCCCC1 (centres undefined),8,-1.1,4,-0.6,-3,-11,-5,-1,4
O=C(COC(=O)c1cn(-c2ccccc2)nc1-c1cccs1)NC1CC1,36,0.8,-9,-0.2,7,-2,18,0,12
N=c1c(C(=O)NCc2ccco2)cc2c(=O)n3ccccc3nc2n1Cc1ccc(Cl)cc1,-142,4.8*,-5,5.4,17,-16,13,48,-15
Cc1noc(C)c1CN1C(=O)NC(Cc2ccccc2)(Cc2ccccc2)C1=O,3,-1.0,-23,-0.3,-8,-8,9,10,8
CCC(C(=O)Nc1ccccc1OC)n1c(C(=O)OC)cc2ccsc21 (centres undefined),3,-0.6,-5,-0.5,-15,10,40,71*,16
CC(=O)Nc1ccc(C(=O)CSc2nnc(-c3ccc(O)cc3)n2CC2CCCO2)cc1 (centres undefined),7,-0.8,6,-0.5,4,0,0,-3,11
CCOC(=O)C1C(=O)NC(N2CCc3ccccc32)=NC1c1ccccc1 (centres undefined),-2,-0.7,-8,0.5,0,-2,-7,-7,-20
N#CC(C(=O)OC1CCCCC1)c1nc2ccccc2nc1N1CCCCC1 (centres undefined),8,-1.0,-21,1.3,3,4,0,18,-16
Cc1ccc(N2CC(C(=O)Nc3ccc(N(C)C)cc3)CC2=O)cc1C (centres undefined),-16,-2.1,-16,0.0,-15,-3,.,5,.
CCOCCOC(=O)CCSc1n[nH]c(=O)[nH]c1=O,-9,0.8,-26,-0.5,3,-5,-11,-28,10
Cc1cc(C)nc(SCC(=O)c2ccc(O)cc2O)n1,5,-1.6,15,-0.7,4,4,12,18,14
CCOC(=O)C1=C(N)n2c(s/c(=C\c3cccnc3)c2=O)=C(C(=O)OC)C1c1cccnc1 (centres undefined),-10,-4.3,0,-0.4,0,0,.,9,.
CC(=O)c1ccc(N2CCN(C(=O)C3CCC3)CC2)cc1,-10,-0.4,-6,-0.1,-5,-2,3,-1,8
Oc1ccccc1-c1nnc(-c2ccc(C(F)(F)F)cc2)o1,-27,1.1,0,-1.1,-13,-9,0,13,10
CCOC(=O)c1cnc(C(C)(C)C)[nH]c1=O,-16,-1.0,-11,0.4,-4,-6,13,-15,7
COc1ccccc1N1CCN(C(=O)C2C3C=CC4(CN(Cc5ccccc5Cl)C(=O)C24)O3)CC1 (centres undefined),.,.,-17,0.6,-17,-12,-8,1,-1
C=C(C)CN(CC)c1nc(N)c(C#N)c(CC#N)c1C#N,-34,0.9,-10,0.9,-3,24,-6,12,5
CCOc1ccc(-c2nnn(CC(=O)N3CCN(c4ccc(OC)cc4)CC3)n2)cc1OCC,10,-1.5,-7,-1.1,-46,18,1,13,18
CC(=O)O[C@]1(C(C)=O)CC[C@H]2[C@@H]3C[C@H](C)C4=CC(=O)CC[C@]4(C)[C@H]3CC[C@@]21C,5,2.1,-3,0.3,-8,5,.,0,21
COc1ccc(CCNC(=O)c2ccc(NS(=O)(=O)c3c(C)noc3C)cc2)cc1OC,-14,0.6,-12,-0.9,8,-6,-4,0,21
COc1nc(N(C#N)CC(N)=O)nc(N2CCCC2)n1,-28,1.2,0,-0.6,-4,9,-8,-31,8
CC(=O)c1c(N2CCOCC2)nc(=S)n(-c2cc(C)ccc2C)c1C,-4,-1.2,-6,0.2,0,-6,3,11,10
CCCCn1c(C(C)NC(=O)COC)nc2ccccc21 (centres undefined),.,.,2,-1.1,1,-7,-7,16,-13
COc1ccc(N(CC(=O)N2CCN(Cc3ccc4c(c3)OCO4)CC2)S(C)(=O)=O)cc1OC,-8,-1.3,-13,0.3,14,8,-6,-2,9
CCOc1ccccc1-c1nn2c(Cc3ccccc3)nnc2s1,.,0.4,0,0.5,-3,4,-12,99*,15
CNc1nc(-c2ccc(Cl)cc2)cs1,.,.,47,0.3,64*,4,0,7,22
COc1ccc(Cl)cc1NC(=O)CSc1nnc(COc2ccccc2)n1C,26,-0.8,0,0.7,18,4,20,27,13
COC(=O)CSc1nc2c(c(=O)[nH]c(=O)n2C)n1CCC(C)C,-30,-0.4,-24,-0.5,-13,-4,-3,1,.
CCc1nnc(NC(=O)c2ccc(S(=O)(=O)NCC(C)C)cc2)s1,11,1.0,2,1.1,-4,-11,-8,0,-2
CC(C)C(OC(=O)c1ccco1)C(=O)NCc1cccs1 (centres undefined),-16,-0.6,-3,-1.3,-4,-8,10,2,17
N=c1c2c(-c3ccccc3)c(-c3ccccc3)oc2ncn1CCN1CCOCC1,-17,-1.1,0,0.1,18,8,2,40,-4
COc1ccc(OCc2nnc(SCC(=O)NCc3ccco3)o2)cc1,13,0.3,-5,0.1,-9,-6,-14,-7,-17
c1ccc(-c2cnc(CSc3ncnc4sccc34)o2)cc1,12,0.7,3,-0.4,3,-3,9,52,5
O=C(Oc1ccc2ccc(=O)oc2c1)N1CCOCC1,-3,-0.5,14,-0.9,16,15,-2,-18,24
CC(C)C(=O)Nc1ccc(NC(=O)c2cc3ccccc3o2)cc1,.,-0.9,59*,-0.7,24,-6,4,-6,4
Cc1cc(Nc2c(C)cccc2C)n2nc(C)nc2n1,-23,-0.2,-7,0.5,-5,5,-11,-15,26
Cc1ccccc1NC(=O)C1CCN(c2cnccn2)CC1,8,-1.1,15,1.4,3,4,11,0,5
CCCc1cc(=O)[nH]c(SCC(=O)c2c(N)n(C)c(=O)n(C)c2=O)n1,.,.,5,-0.1,2,-2,2,-7,5
CC(C)(C)SCCNC(=O)CN1C(=O)c2ccccc2S1(=O)=O,-10,-0.1,15,0.6,6,-4,4,-2,9
CN(C)S(=O)(=O)CC12CCC(CC1=O)C2(C)C (centres undefined),7,-0.7,-3,-0.9,-8,-10,-15,-9,-4

# Reformatted with tabs: entries from further up.
Structure	S1P1 ag pot	S1P3 ag	RORA act	5HT1E ag	SF-1 act	5HT1E antag	5HT1a antag	Ecoli tolC	AP ELISA ortho
CC(C)C(OC(=O)c1ccco1)C(=O)NCc1cccs1 (centres undefined)	-16	-0.6	-3	-1.3	-4	-8	10	2	17
N=c1c2c(-c3ccccc3)c(-c3ccccc3)oc2ncn1CCN1CCOCC1	-17	-1.1	0	0.1	18	8	2	40	-4
COc1ccc(OCc2nnc(SCC(=O)NCc3ccco3)o2)cc1	13	0.3	-5	0.1	-9	-6	-14	-7	-17

# Remaining list, next part
SMILES,S1P1 ag pot,S1P3 ag,RORA act,5HT1E ag,SF-1 act,5HT1E antag,5HT1a antag,Ecoli tolC,AP ELISA ortho
OC(COc1c(Cl)cc(Cl)cc1Cl)CN1CCCCC1 (centres undefined),-13,-1.0,-11,-0.6,-19,-6,10,2,-9
CCC1C(=O)N=C(SCC(=O)Nc2ccc(C(=O)OC)cc2)NC1=O (centres undefined),-20,-0.8,-4,0.7,-8,0,-10,-10,11
Cc1ccc(S(=O)(=O)Cc2ccc(C(=O)N3CCN(c4ccc(F)cc4)CC3)o2)cc1,13,-1.1,12,0.6,6,-4,0,15,18
CCOC(=O)CC1C(=O)NCCN1C(=O)c1cc2c(=O)n3ccccc3nc2s1 (centres undefined),-25,0.5,-10,1.4,5,3,-4,-18,24
CCOC(=O)Cc1csc(NC(=O)CN(C)S(=O)(=O)c2ccc3c(c2)CCC(=O)N3)n1,-10,0.4,-8,0.2,-13,-5,-3,-8,6
O=C(CN1C(=O)CCS(=O)(=O)c2ccccc21)NCc1ccccc1,.,.,-5,-0.5,5,-7,0,-11,0
ONC=Nc1cccc2nonc12,4,-0.8,-6,0.6,-2,-7,0,-26,8
